From PubChem
WRN helicase inh: blocks human WRN helicase; WRN helicase unwinding, fluorescent forked duplex, kinetic; AID 651768; Q14191; Potency, µM (titrated, usually from 114 µM), without a hit: at the highest dose activity change, negative = inhibition, actives largely listed as inhibitors; hit rate 0.46% among 360,000; note: potency is the fitted concentration of half-maximal effect; % is set by controls: 0 for no effect and ±100 for the full control effect; nearly all actives have a fitted effect of over 55% in size
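Primary qHTS, 1536-well format. 20 nM WRN + compound, 15 min RT; start with 100 nM forked fluorophore/quencher duplex, 2 mM ATP (final); kinetic read ex 525/em 598 nm.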
HEK293 tox: cytotoxic in the GLP-1 receptor inverse agonist counter-screen; Potency, µM (titrated, usually from 38.3 µM), inactives show at the top dose activity change, negative = inhibition, actives largely listed as inhibitors; hit rate 0.13% among 410,000; HEK293 cAMP-luciferase reporter cells, luminescence, 24 h;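 note: loss of luciferase light is scored as toxicity; potency is the fitted concentration of half-maximal effect; % is set by controls: 0 for no effect and ±100 for the full control effect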
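1536-well qHTS counterscreen of the MLSMR; 200 cells/uL, 12 h pre-incubation, 23 nL cpd, 24 h at 37 deg C 5% CO2, luciferase detection reagent, 12 min RT, luminescence. Inhibition = undesired.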
IL-2 act: IL-2 activation | IL-2 activation reporter assay, cell-based qHTS; stimulated with anti-CD3/CD4/CD28 beads; in transgenic mouse T cells | hit rate 0.065% among 360,000 | activation, % (series mostly up to about 46 µM); in the data active = activation above about 50%; inconclusive = mostly about 30% to 49%; note: 0% is about no effect
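Quantitative HTS in unstimulated transgenic mouse T cells, with memory T cells as non-tolerant control and PMA/ionomycin as tolerance-bypass control. Compound pretreatment lasted 60 minutes before 18 h bead stimulation; EGFP/DsRed fluorescence read.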
GLP1R ag: agonists of human GLP-1 receptor. P43220. HEK293 GLP-1R CRE-luciferase, luminescence, 4-6 h; cells express a hypersensitive GLP-1R form. Potency, µM (doses to about 45.6 µM), without a hit: at the top dose activation, most hits filed as activators. hit rate 0.007% among 380,000. AID 624172; note: potency is the fitted concentration of half-maximal effect; % of control where 0% means no effect
PI5P4K alpha inh: blocks human PI5P4K alpha kinase activity; P48426; PI5P4Kalpha enzyme, ADP-Glo luminescence, 60 min; stronger effect = lower value; max response, %; hit rate 1.2% among 330,000; active = max response of -50% or lower; inconclusive = between -30% and -50%; inactive = -30% or higher; note: value at the top dose of about 77 µM; % is set by controls: 0 for no effect and ±100 for the full control effect
Target sequence (P48426 whole entry, looked up): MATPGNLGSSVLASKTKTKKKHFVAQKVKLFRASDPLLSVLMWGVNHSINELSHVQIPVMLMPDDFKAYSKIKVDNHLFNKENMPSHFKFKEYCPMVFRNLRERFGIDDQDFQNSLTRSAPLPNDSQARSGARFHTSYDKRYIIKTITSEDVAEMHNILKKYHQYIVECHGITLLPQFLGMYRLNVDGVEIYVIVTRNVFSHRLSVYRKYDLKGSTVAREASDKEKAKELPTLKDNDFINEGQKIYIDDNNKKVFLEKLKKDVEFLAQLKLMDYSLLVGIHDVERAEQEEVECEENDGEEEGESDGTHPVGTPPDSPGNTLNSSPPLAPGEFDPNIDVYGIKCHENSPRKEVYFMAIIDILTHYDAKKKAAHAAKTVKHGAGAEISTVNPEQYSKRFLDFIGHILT
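qHTS, 1536-well: enzyme/substrate mix, compound by pin tool, 5 microM ATP final; RT 60 min; ADP-Glo reagents 1 (45 min) then 2 (30 min); luminescence.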
PLK1 PBD block: inhibitors of human PLK1 polo-box domain binding; Potency, µM, inactives show max response, negative = inhibition, actives largely listed as inhibitors; Plk1 PBD binding of FITC phosphopeptide, fluorescence polarization; AID 720504; hit rate 2.8% among 360,000; P53350; note: potency is the fitted concentration of half-maximal effect; series mostly up to about 57 µM; % is set by controls: 0 for no effect and ±100 for the full control effect; nearly all actives have a fitted effect of over 65% in size
Target sequence (P53350 whole entry, looked up, the tested form may be a part): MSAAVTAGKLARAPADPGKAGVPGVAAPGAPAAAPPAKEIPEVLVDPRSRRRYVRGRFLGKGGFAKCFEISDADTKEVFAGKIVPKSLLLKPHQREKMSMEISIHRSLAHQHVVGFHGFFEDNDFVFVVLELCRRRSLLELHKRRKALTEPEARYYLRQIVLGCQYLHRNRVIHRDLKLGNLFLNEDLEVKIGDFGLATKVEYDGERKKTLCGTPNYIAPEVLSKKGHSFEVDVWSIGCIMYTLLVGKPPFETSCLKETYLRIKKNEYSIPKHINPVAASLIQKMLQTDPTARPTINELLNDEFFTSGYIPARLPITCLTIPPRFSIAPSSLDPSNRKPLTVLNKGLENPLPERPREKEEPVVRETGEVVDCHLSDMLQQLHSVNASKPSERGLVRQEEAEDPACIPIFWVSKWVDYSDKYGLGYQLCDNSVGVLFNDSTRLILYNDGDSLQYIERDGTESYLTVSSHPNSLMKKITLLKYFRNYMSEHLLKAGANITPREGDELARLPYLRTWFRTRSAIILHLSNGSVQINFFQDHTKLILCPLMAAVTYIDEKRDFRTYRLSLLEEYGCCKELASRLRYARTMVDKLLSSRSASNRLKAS
GLP-1R inv ag: GLP-1 receptor (human) inverse agonism. HEK293 GLP-1R CRE-luciferase, luminescence, 24 h; GLP-1R form is constitutively active. Potency, µM (series often up to 38.3 µM), without a hit: top-dose activity change, negative = inhibition, hits mostly inhibitors. hit rate 1.6% among 410,000; note: potency is the fitted concentration of half-maximal effect; % is set by controls: 0 for no effect and ±100 for the full control effect; nearly all actives have a fitted effect of over 55% in size
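Seeding at 200 cells/uL, 12 h culture, 24 hr compound treatment, then luciferase reagent and a luminescence read; cells are HEK293 stably expressing a constitutively active GLP-1R plus cAMP-responsive luciferase.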
D3 antag: antagonists of human D3 dopamine receptor; P35462; D3R cells, DiscoveRx beta-arrestin luminescence, antagonist mode; stronger effect = lower value; max response, negative = inhibition, %; hit rate 2.5% among 360,000; AID 652054; in the data active = max response below about -50%; inconclusive = no clear call, values can overlap the other calls; note: % is set by controls: 0 for no effect and ±100 for the full control effect; mostly tested at two doses, the higher about 12 µM
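Cells expressing the human receptor were seeded at 1500 cells/well, incubated overnight at 37 degrees C in 5% CO2, then exposed to library compounds with dopamine controls for 90 minutes at 37 degrees C before luminescent detection.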
D3 ag: D3 dopamine receptor (human) agonism; D3R DiscoveRx beta-arrestin cells, luminescence, 90 min; max activation, %; hit rate 0.58% among 410,000; in the data active = max activation above about 30%; note: 0% is about no effect; mostly tested at two doses, the higher about 12 µM
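Agonist-mode cell screen: cells plated at 1500/well and incubated overnight at 37 °C, then exposed to library compounds for 90 min at 37 °C. Detection reagent was added for 30–60 min at room temperature, and luminescence was read.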
* = called active by the depositor; ? = inconclusive; nt = not tested or not shown; & = joins results of further samples; [ ] = remark or other dose. Unless noted, calls come from the whole dose curve; as a rule, active = well fitted curve in the direction sought with a large enough effect; inconclusive = small, poorly fitted or top-dose-only effect, or another doubt; inactive = no such curve, though single readings can be large; an effect the other way counts as inactive or inconclusive. No enrichment for hits; 7.8% or so of the library scored in one or more.

Values run as follows: WRN helicase inh	HEK293 tox	IL-2 act	GLP1R ag	PI5P4K alpha inh	PLK1 PBD block	GLP-1R inv ag	D3 antag	D3 ag
> COc1ccc2oc(-c3ccccc3)c(C(=O)N3CCOCC3)c2c1
→ 3%	-7%	0.6	5%	-1	-2%	?	25	5
> COc1ccc(C)cc1S(=O)(=O)N1CCC(C(=O)N2CCOCC2)CC1
→ -3%	-5%	-3.7	-3%	nt	-6%	-7%	-20	-6
> COc1ccc(OC(=O)OCc2ccccc2)cc1
→ 1%	-11%	-3.4	7%	0	4%	7%	-6	0
> Cc1ccc(OCCSc2ncnc3nc[nH]c23)cc1
→ 7%	0%	-0.6	21%	9	-2%	77%[activator]	12	5
> COc1ccccc1-n1c(CNc2c(C)cccc2C)nnc1SCC(=O)N1CCOCC1
→ 0%	-2%	-1.1	-2%	-1	-1%	7%	13	16
> Cc1onc(-c2ccccc2Cl)c1C(=O)Nc1nnc(C(C)C)s1
→ -7%	5%	-2.4	-2%	1	-2%	?	20	0
> CCCCOc1ccc(C(=O)OCC(=O)c2c(N)n(C)c(=O)n(C)c2=O)cc1
→ 4%	2%	-0.4	2%	-1	-6%	-25%	8	9
> Cc1occc1-c1nnc(SCC(=O)NCc2cccs2)n1CC1CCCO1 (stereo not drawn)
→ -3%	12%	0.9	0%	1	-2%	8%	6	4
> C(=C/c1nccc2c1[nH]c1ccccc12)/c1ccc2c(c1)OCO2
→ -23%	18%[0.307 µM]	2.6	-16%	-18	2%	1%[0.307 µM]	10	-8
> Cc1ccccc1-c1ccc(=O)n(CC(=O)Nc2ccc(N3CCOCC3)cc2)n1
→ -2%	-15%	0.3	-2%	nt	-3%	0%	-13	11
> COC(=O)N/N=C/c1ccc(OCCSc2ccc(Cl)cc2)c(OC)c1
→ -9%	-8%	-4.5	-5%	-2	0%	-11%	85	9
> COC(CN1C(=O)C(O)=C(C(C)=O)C1c1ccccn1)OC (stereo not drawn)
→ 5%[57.1 µM]	12%	0.6	-3%	8	-8%	14%	-20	0
> CCSc1nnc(-c2ccc(S(=O)(=O)NCc3cccs3)cc2)o1
→ 3%	4%	-2.2	4%	nt	0%	4%	-66*	6
> CCOC(=O)CNC(=O)CSc1ccc2nnc(-c3cccnc3)n2n1
→ 7%	6%[7.66 µM]	0.6	1%	2	-12%	10%[7.66 µM]	-25	3
> CCCCn1c(N)c(N(CCOC)C(=O)c2cc(C)oc2C)c(=O)[nH]c1=O
→ 5%	8%	-4.5	3%	7	-3%	8%	12	3
> Cc1ccc(CNCc2ccccc2)s1
→ nt	1%	nt	2%	nt	nt	7%	nt	-12
> O=C(c1cccc(Cl)c1)N1CCC(=O)N(C(COCc2cccc(Cl)c2)Cc2ccccc2)CC1 (stereo not drawn)
→ 0%	-5%	-2.3	10%	-1	-7%	4%	-25	-1
> COc1ccc(OCC(=O)Nc2c(C(=O)N(CCN(C)C)Cc3ccco3)oc3ccccc23)cc1
→ -9%[57.1 µM]	10%	-3.7	5%	1	-15%	7.9µM*	4	-7
> O=C(O)CC(SCC(=O)Nc1ccc(Br)cc1)C(=O)O (stereo not drawn)
→ -2%	1%	0.2	1%	1	-18%	-21%	-11	-12
> CC(=O)Nc1ccc(C2=NN(Cc3nnc(-c4ccccc4)o3)C(=O)SC2)cc1
→ -14%	-48%	-0.2	-2%	2	-5%	2%	-16	-3
> CCOCCCNC(=O)c1ccccc1SCC
→ 0%	-19%	3.2	-8%	10	3%	-13%	19	2
> Cc1ccc(SC[C@H](C)CN2CC[C@H](C(C)(C)C)CCC2=O)cc1
→ -5%	1%	-0.8	10%	5	-8%	10µM*	-24	-19
> CCOC(=O)c1cn[nH]c1NC(=S)Nc1ccccc1
→ -2%	-17%	-3.8	25%	-4	?	26%	-11	3
> COc1cc(NC(=O)CCc2c(C)nn(-c3ccc(N4CCOCC4)nn3)c2C)cc(OC)c1OC
→ 2%	-3%&2%	-0.9	9%	1	-6%	26%&15%	1	1&-14
> CCCCOC(=O)c1ccc(NC(=O)COC(=O)c2ccc3ncsc3c2)cc1
→ -5%	3%	0.9	-7%	-9	2%	6%	-16	5
> N#Cc1c(NC(=O)C2CCCO2)sc2c1CCCCC2 (stereo not drawn)
→ 3%	5%	0.0	27%	-1	-6%	421%[activator]	12	-5
> Cn1c(=O)n(C)c2cc(CN3C(=O)OC(C)(C)C3(C)O)ccc21 (stereo not drawn)
→ 6%	1%	-1.8	0%	0	2%	43%[activator]	3	0
> COc1cc(CC(=O)OCC(=O)NC2CCCCCC2)cc(OC)c1OC
→ -7%	8%	1.7	1%	-5	-8%	3%	-15	-12
> CC(=O)Nc1cccc(/C(C)=N/NC(=S)NC(C)C)c1
→ 17%	-1%[7.66 µM]	1.4	-1%	3	-25%	7%[7.66 µM]	-21	-2
> c1ccc(CN2CCOCC2)cc1
→ -12%	1%	-0.3	2%	nt	1%	-1%	-14	0
> O=C(CSc1nnc(-c2ccc(Cl)cc2)o1)NNC(=O)c1ccncc1
→ 2%	-1%	0.9	-3%	3	2%	24%	15	0
> Cc1nnc(-n2ncc(C#N)c2N)c2nn(-c3cccc(Cl)c3)c(C)c12
→ 11%	3%	-0.1	5%	-1	8%	0%	-23	-4
> CC1CN=C(N(C(=O)Nc2ccccc2)c2ccc(S(=O)(=O)N3CCOCC3)cc2)S1 (stereo not drawn)
→ 5%	-9%	-0.2	2%	-9	2%	-11%	-16	2
> O=C1c2oc3ccc(F)cc3c(=O)c2C(c2cccc(O)c2)N1CCCN1CCOCC1 (stereo not drawn)
→ -6%	14%	-1.2	-6%	-1	-11%	20%	-11	6
> COc1ccc(Cl)cc1S(=O)(=O)NC(C)C(=O)NCCCn1ccnc1 (stereo not drawn)
→ -14%	16%	-0.2	-13%	1	-28%	3%	-21	-2
> CC(=O)c1cccc(NC(=O)/C(=C\c2cccnc2)NC(=O)c2ccccc2)c1
→ 12%	9%	0.5	2%	-7	-1%	1%	-5	-9
> O=C(NCC1CCCO1)C1CC(=O)N(C2CCCCCC2)C1 (stereo not drawn)
→ -1%	-10%	-1.9	-1%	nt	1%	-5%	-17	3
> COc1ccc(-c2nnc(-c3ccccc3)o2)cc1OC
→ 7%	9%	-0.2	12%	-1	-4%	41%[activator]	-8	-1
> CCc1nnc(NC(=O)CSc2nnc(-c3ccccc3O)n2CC)s1
→ -8%	7%	-1.6	-4%	nt	-4%	0%	10	3
> COc1ccc(Cc2n[nH]c(=S)n2-c2ccc3c(c2)OCCO3)cc1
→ 3%	-1%	-3.0	-1%	-3	-2%	-22%	-1	0
> COc1ccc(Nc2nc3ccccc3nc2NS(=O)(=O)c2cccs2)cc1
→ -29%	-46%	-3.5	-5%	-1	?	?	?	5
> N/C(=N\OC(=O)c1cccc2ccccc12)c1cccc([N+](=O)[O-])c1
→ -15%	-26%	-2.0	5%	nt	-16%	-10%	-12	4
> CN(CC(=O)Nc1cccc(F)c1)CC(=O)Nc1cccc2ccccc12
→ -4%	-23%	-0.4	-7%	15	5%	?	24	4
> C=CCn1c(SCC(=O)Nc2ccc(N3CCOCC3)cc2)nnc1-c1ccncc1
→ -3%	-8%	-0.7	9%	-10	-1%	23%	-6	-4
> CC(Sc1ccc(Cl)cc1)C(=O)NNC(=O)c1ccccc1O (stereo not drawn)
→ 0%	-4%	-2.6	1%	-5	-8%	?	25	17

Some of the entries so far, with bars between the fields.
Structure | WRN helicase inh | HEK293 tox | IL-2 act | GLP1R ag | PI5P4K alpha inh | PLK1 PBD block | GLP-1R inv ag | D3 antag | D3 ag
COc1ccccc1-n1c(CNc2c(C)cccc2C)nnc1SCC(=O)N1CCOCC1 | 0% | -2% | -1.1 | -2% | -1 | -1% | 7% | 13 | 16
Cc1onc(-c2ccccc2Cl)c1C(=O)Nc1nnc(C(C)C)s1 | -7% | 5% | -2.4 | -2% | 1 | -2% | ? | 20 | 0
CCCCOc1ccc(C(=O)OCC(=O)c2c(N)n(C)c(=O)n(C)c2=O)cc1 | 4% | 2% | -0.4 | 2% | -1 | -6% | -25% | 8 | 9

Following part:
Values run as follows: WRN helicase inh	HEK293 tox	IL-2 act	GLP1R ag	PI5P4K alpha inh	PLK1 PBD block	GLP-1R inv ag	D3 antag	D3 ag
> CCOC(=O)NC1(C(F)(F)F)NC(=O)N(C2CCCCC2)C1=O (stereo not drawn)
→ -3%	-5%	-2.2	-7%	nt	-8%	-21%	6	2
> COc1ccc(NC(=O)N(CCCN2CCOCC2)Cc2cccnc2)c(OC)c1
→ 3%	1%	-1.5	0%	-1	-9%	9%	?	-6
> COc1ccc(C(C(=O)NC(C)(C)C)N(CCc2ccccc2)C(=O)CCC(=O)Nc2cc(C)on2)cc1 (stereo not drawn)
→ 1%	-5%	-2.9	8%	10	1%	?	-25	-24
> Cc1ccc(C)c(N2CCN(C(=O)c3cc4ccccc4oc3=O)CC2)c1
→ -4%	-41%	1.2	8%	4	-3%	?	-4	4
> O=S(=O)(NCC(c1cccnc1)N1CCN(Cc2ccccc2)CC1)c1ccc(Cl)cc1 (stereo not drawn)
→ 7%	-2%	-1.6	4%	-5	1%	?	8	2
> COc1ccc(N2CC(NC(=O)c3ccc4c(c3)OCO4)CC2=O)cc1OC (stereo not drawn)
→ nt	-12%	nt	0%	nt	nt	?	nt	3
> Cc1ccc(/C=N/c2sc(Cc3ccccc3)c(C)c2C(N)=O)o1
→ 6%	-15%	?	1%	-12	?	-20%	0	-3
> CS(=O)(=O)N(CC(O)Cn1c2ccccc2c2ccccc21)c1cccc2ccccc12 (stereo not drawn)
→ -8%	?	-0.4	-9%	23	3%	?	0	1
> CCOC(=O)c1n[nH]n2c1nc(=S)c1ccccc12
→ -27%	-25%	0.6	7%	?	-22%	-14%	-19	-5
> CCN(c1ccccc1)S(=O)(=O)c1ccc(C(=O)Oc2ccc(C(C)=O)cc2)cc1
→ 1%	5%	-3.0	-14%	-2	-1%	15%	3	-2
> COC(=O)c1cccc(NC(=S)N2CCOCC2)c1
→ -26%	0%	0.0	5%	-1	-6%	7%	0	1
> CC12CN(C(=O)c3ccc(Cl)cc3)C3(C#N)CC1CCC23C (stereo not drawn)
→ 9%	1%	2.0	-1%	nt	-3%	0%	5	2
> COc1ccc(Cc2nnc(Cl)c3ccccc23)cc1OC
→ 4%	-34%	1.5	6%	10	-5%	57%[activator]	10	1
